TbMetRS inhib – blocks T. brucei methionyl-tRNA synthetase activity; purified T. brucei MetRS, ATP depletion, Kinase-Glo luminescence; inhibition, % at 11.9 µM; hit rate 0.4% among 360,000; AID 624268;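 active means inhibition above a per-plate cutoff of the control wells' mean inhibition plus 3 SD, cut at about 5.5% in these data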;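 further: 0% = DMSO wells median and 100% = median of wells with control inhibitor compound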
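assay system = parasite MetRS enzyme | timing = 15 min preincubation, 2 h reaction, all 25 °C | evaluation = percent inhibition relative to median high and low control wells | medium = HEPES buffer containing pyrophosphatase, BSA, spermine, DTT | compound = single dose, 11.9 µM final nominal, 0.9% final DMSO | detection = Kinase-Glo luminescence, ATP depletion format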
eLon inh – inhibits E. coli Lon protease. P0A9M0. hit rate 0.42% among 360,000. purified E. coli Lon protease, fluorescence polarization. inhibition, % at 7.94 µM. AID 602123; in the data active means inhibition above about 13%, passing the limit was not always enough;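 further: 0% = enzyme with probe and DMSO and 100% = no enzyme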
Target sequence (P0A9M0 whole entry, looked up): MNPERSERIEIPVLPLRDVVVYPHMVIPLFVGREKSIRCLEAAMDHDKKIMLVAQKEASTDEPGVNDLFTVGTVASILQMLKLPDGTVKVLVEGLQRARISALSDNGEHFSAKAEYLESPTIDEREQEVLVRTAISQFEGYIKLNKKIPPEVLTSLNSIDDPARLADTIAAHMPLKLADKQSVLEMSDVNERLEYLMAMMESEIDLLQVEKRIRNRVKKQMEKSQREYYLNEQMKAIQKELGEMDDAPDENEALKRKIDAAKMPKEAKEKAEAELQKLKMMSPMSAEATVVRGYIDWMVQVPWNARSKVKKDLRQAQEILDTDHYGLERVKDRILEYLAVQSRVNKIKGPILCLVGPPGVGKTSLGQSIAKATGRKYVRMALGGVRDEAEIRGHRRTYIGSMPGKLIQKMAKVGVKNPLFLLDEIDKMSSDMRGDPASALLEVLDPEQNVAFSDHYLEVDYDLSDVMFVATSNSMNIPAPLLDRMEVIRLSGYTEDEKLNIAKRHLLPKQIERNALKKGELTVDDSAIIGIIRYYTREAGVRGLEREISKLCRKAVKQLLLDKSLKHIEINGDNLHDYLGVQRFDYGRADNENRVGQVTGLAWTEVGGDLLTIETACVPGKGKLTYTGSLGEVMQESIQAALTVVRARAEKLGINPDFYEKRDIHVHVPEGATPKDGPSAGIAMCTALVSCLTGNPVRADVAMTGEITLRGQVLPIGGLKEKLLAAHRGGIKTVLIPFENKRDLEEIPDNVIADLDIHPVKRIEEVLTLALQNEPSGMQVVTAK
DNMT1 inh – blocks human DNA methyltransferase DNMT1 | inhibition (reported as % activation of signal), % at 10 µM | DNMT1 molecular beacon, Hinp1I cleavage, fluorescence | AID 588458 | hit rate 0.83% among 360,000; in the data active means inhibition above about 50%
STEP block – inhibitors of human striatal-enriched phosphatase STEP. inhibition, % at 20 µM. P54829. AID 588621. hit rate 0.25% among 360,000. recombinant STEP, OMFP fluorogenic substrate, fluorescence;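 active means inhibition at 20 µM, scaled per plate between control wells, above about 37%, limit read from the data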;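 further: 0% = DMSO with enzyme and substrate and 100% = substrate only without enzyme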
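material = STEP tyrosine phosphatase | reagent = fluorogenic phosphatase substrate OMFP at 25 µM final | doses = single compound dose of 20 µM, 1% DMSO final | schedule = 20 min reaction, room temperature, in the dark | measured by = fluorescence, 480/540 nm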
Scp-1 inhibitor – blocks human Scp-1 phosphatase activity. Q9GZU7. Recombinant Scp1, phosphopeptide, malachite green phosphate absorbance. inhibition, % at 20 µM. hit rate 0.88% among 340,000. AID 493091;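 active means inhibition above about 50% at 20 µM, limit read from the data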;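 further: plate controls were DMSO wells with enzyme for no effect and wells lacking enzyme for full effect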
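Times: enzyme reaction 45 min at room temperature, colour 5 min, stabilisation 30 min. Material: SCP-1 catalytic fragment, aa 76-261. Medium: Acidic Tris acetate buffer with magnesium and detergent. Signal: colorimetric free-phosphate detection, absorbance 630 nm. Read-out basis: % inhibition of SCP-1 phosphate liberation. Reagent: Phosphorylated 17-residue peptide substrate.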
MsrA inhibitor – inhibitors of bovine MsrA. purified bovine MsrA, absorbance read-out. inhibition, % at 15.5 µM. hit rate 0.75% among 360,000; in the data active means inhibition above about 4.5%;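 further: 0% = vehicle wells with enzyme and 100% = reference inhibitor wells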
LMPTP inh – blocks human LMPTP phosphatase | hit rate 0.22% among 360,000 | recombinant LMPTP-A, OMFP fluorogenic substrate, fluorescence intensity | inhibition, % at 20 µM | AID 651560;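 active means compounds that cut the enzyme signal by at least half of the control window in the single-dose screen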;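 further: plate controls were DMSO wells with enzyme plus substrate for no effect and substrate without enzyme for full effect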
Target sequence (P24666 whole entry, looked up): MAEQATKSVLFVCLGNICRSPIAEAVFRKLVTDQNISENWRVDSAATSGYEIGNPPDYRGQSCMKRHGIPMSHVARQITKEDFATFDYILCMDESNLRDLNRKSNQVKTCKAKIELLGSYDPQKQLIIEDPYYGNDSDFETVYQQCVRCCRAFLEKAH
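Test system: LMPTP-A phosphatase enzyme; input: 0.625 nM LMPTP-A final; reagent: OMFP substrate, 400 µM final; compound dosing: 20 µM single dose, 3% DMSO; incubation: 50 min dark incubation at room temperature; measured by: endpoint fluorescence intensity from OMFP dephosphorylation; measure: % inhibition relative to no-enzyme and uninhibited control wells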
MsrA act – bovine methionine sulfoxide reductase A activation | AID 602163 | activation, % at 10.6 µM | hit rate 0.3% among 360,000 | purified bovine MsrA, absorbance read-out; in the data active means activation above about 7.5%;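 further: 0% = vehicle and 100% = reference activator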
SUMO1 PPI mod – SUMO1-SIM interaction modulation; P63165; SUMO1 binding to a labelled peptide, TR-FRET, 1 h; inhibition, % at 20 µM; hit rate 0.33% among 360,000; in the data active means inhibition above about 37%
CendR NRP1 mod – alters CendR peptide binding to human NRP-1; inhibition, % at 25 µM; O14786; hit rate 0.85% among 360,000; FAM-RPARPAR peptide binding to NRP-1, fluorescence polarization;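 active means inhibition or corrected inhibition above about 18%, plus a signal ratio from 0.5 to 1.5, limit read from the data, passing the limit was not always enough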; further: strong numbers were not always called active
Numbers without * were called inactive; / = no result given; & = joins results of further samples.

TbMetRS inhib,eLon inh,DNMT1 inh,STEP block,Scp-1 inhibitor,MsrA inhibitor,LMPTP inh,canonical_smiles,MsrA act,SUMO1 PPI mod,CendR NRP1 mod
-0.4,-1.5,-4.6,-2.0,-0.7,-0.4,-0.7,O=C(NNC(=O)c1cccs1)c1ccc(Cl)c(S(=O)(=O)N2CCCC2)c1,-2.4,4.5,12.0
-0.4,9.1,-8.4,1.4,27.8,-0.7,-0.4,CCOC(=O)c1c(C)[nH]c(C)c1C(=O)COc1ncnc2cc([N+](=O)[O-])ccc12,-0.2,-32.0,-5.9
-0.3,-2.0,-3.5,-1.8,-10.0,0.3,1.7,CC(CNc1nc2ccc(Cl)cc2n2cnnc12)c1ccccc1 (stereo not drawn),-4.1,-6.1,-1.1
-0.3,4.9,1.7,1.5,7.4,0.4,-0.6,Cc1nn(CCCC(=O)NCCc2ccccc2)c(=O)c2nn(-c3ccccc3)c(C)c12,3.8,1.2,13.1
-0.5,-1.5,4.8,-1.8,-1.2,1.0,-2.7,COc1ccc(S(=O)(=O)N(C)CC(=O)NCc2cccnc2)cc1C,-3.0,-2.5,8.5
-0.9,-1.8,0.6,1.7,-5.5,1.4,1.0,CCOc1ccc(N(CC(=O)N2CCOCC2)S(=O)(=O)c2ccc(SC)cc2)cc1,-5.0,4.0,0.8
0.1,-10.7,1.0,5.4,-2.0,0.8,-0.1,CCOCCc1nnc(NC(=O)C2CC(=O)N(c3ccc(OCC)cc3)C2)s1 (stereo not drawn),-0.3,5.1,-13.4
-1.1,0.3,36.5,1.2,-3.5,-0.7,3.2,Cn1c(N)c(C(=O)COC(=O)c2ccc3c(c2)C(=O)N(c2ccc(Cl)cc2)C3=O)c(=O)n(C)c1=O,-4.2,64.1*,-20.6
-0.5,14.0,-5.3,0.7,-7.8,-0.7,0.3,COc1ccc(CN(C)C(=O)C(Cc2ccccc2)NC(=O)c2ccccc2)cc1F (stereo not drawn),-0.9,2.0,12.3
-0.1,-7.3,-2.2,-0.5,/,-0.2,3.4,CC(C)c1ccc(CN2CCC2(C)C(=O)Nc2ccc3c(c2)OCO3)cc1 (stereo not drawn),-1.5,4.4,-7.9
0.8,-0.2,4.2,5.7,-7.8,0.4,-9.2,COc1cccc(NC(=S)NCCCN2CCOCC2)c1,-1.3,2.0,-6.8
-0.1,-12.6,-2.6,0.8,-6.2,0.6,0.2,O=C(Cc1ccc(S(=O)(=O)N2CCOCC2)s1)NCCc1ccc(F)cc1,-2.0,-1.6,-31.9
-0.2,-0.6,-3.3,-0.7,-6.0,-0.6,-0.8,O=C(CCCN=C1NS(=O)(=O)c2ccccc21)OCC(=O)N1CCc2ccccc21,-0.2,0.2,3.5
-0.3,3.9,20.6,-1.2,72.0*,-1.2,16.3,Cn1cc(Cl)c(C(=O)Nc2cccc(Cl)c2Cl)n1,0.3,2.9,-13.0
0.4,3.3,0.7,2.7,-3.9,0.1,0.1,Cc1ccc(N(C(=O)Cc2cccs2)C2C=CS(=O)(=O)C2)cc1Cl (stereo not drawn),-1.8,3.6,0.6
-1.8,-1.7,15.8,0.2,-11.7,0.5,-2.3,O=C1OC(c2ccccc2)=N/C1=C/c1cccc(OC(=O)c2cccs2)c1,-5.5,1.1,-7.4
-0.1,5.3,3.7,0.6,-7.3,12.5*,2.3,COc1ccccc1-c1cc(C(F)(F)F)nc(N2CCOCC2)n1,-2.6,1.9,9.1
-0.3,-4.4,-1.6,-1.6,0.5,-0.8,-4.9,C(#CCN1CCOCC1)CCCN1CCOCC1,2.7,-4.0,5.2
0.2,0.1,3.0,0.6,-5.8,0.1,-0.7,C[C@@H]1CN([C@@H](C)CO)C(=O)c2cc(NC(=O)CCC(F)(F)F)ccc2O[C@H]1CN(C)S(=O)(=O)c1ccc(Cl)cc1,-4.4,4.7,4.9
-0.4,-12.1,-6.6,0.8,-4.6,-0.4,-0.8,CC(=O)c1ccc(NC(=O)CSC(=S)N2CCCC2)cc1,-3.1,-5.9,9.8
0.7,-14.9,-8.3,0.4,-7.2,0.4,1.6,CS(=O)(=O)c1ccc(Cl)c(C(=O)Nc2ccc3nc(N4CCOCC4)sc3c2)c1,-1.9,2.2,-18.3
-0.3,-3.6,0.9,0.4,0.2,-0.3,-1.1,CCN(CC)C(=O)C1CCCN(Cc2sccc2C)C1 (stereo not drawn),-10.3,0.2,-8.2
-0.1,6.4,2.8,2.6,-3.4,-0.4,2.9,COc1cc(=O)[nH]c(SC(C)C(=O)Nc2nc3c(s2)CCCC3)n1 (stereo not drawn),-2.0,1.2,9.1
-1.2,-4.1,2.7,0.4,-0.7,-1.8,4.0,Nc1ccccc1NC1CCCCC1,-3.8,-20.7,-9.1
0.3,6.2,-4.5,-2.5,-1.9,0.7,-0.9,NC(=S)NNC(=O)c1cc(C(F)(F)F)cc(C(F)(F)F)c1,-0.3,7.3,5.3
-0.3,6.2,2.6,-1.4,-5.6,1.3,-0.8,CC(=O)CCc1c[nH]c2c(C(=O)O)cccc12,-3.0,4.1,-3.5
-0.4,3.2,-7.4,-0.1,-18.7,0.8,-1.0,O=C(CN1C(=O)c2ccccc2S1(=O)=O)c1ccc(F)cc1,-0.8,-0.8,-1.7
-1.2,-2.3,-1.3,0.3,-3.7,-1.1,0.9,COCCCNC(=O)c1ccc2c(c1)ncn2-c1ccc(C)cc1C,-7.8,1.0,4.3
-0.6,-10.1,/,/,/,0.0,-0.1,CC1(c2nnnn2Cc2ccccc2)CCC(=O)N1CC(F)(F)F (stereo not drawn),-1.7,6.2,4.9
-1.1,-7.1,1.3,-1.7,-7.0,-0.6,0.5,Cc1cc2cc(C=O)c(Cl)nc2cc1C,-11.3,-16.2,0.8

Exported with two lines to a compound: part of the list above
Under each structure: TbMetRS inhib | eLon inh | DNMT1 inh | STEP block | Scp-1 inhibitor | MsrA inhibitor | LMPTP inh | MsrA act | SUMO1 PPI mod | CendR NRP1 mod
COCCCNC(=O)c1ccc2c(c1)ncn2-c1ccc(C)cc1C
    -1.2 | -2.3 | -1.3 | 0.3 | -3.7 | -1.1 | 0.9 | -7.8 | 1.0 | 4.3
CC1(c2nnnn2Cc2ccccc2)CCC(=O)N1CC(F)(F)F (stereo not drawn)
    -0.6 | -10.1 | / | / | / | 0.0 | -0.1 | -1.7 | 6.2 | 4.9

Other results follow:
TbMetRS inhib,eLon inh,DNMT1 inh,STEP block,Scp-1 inhibitor,MsrA inhibitor,LMPTP inh,canonical_smiles,MsrA act,SUMO1 PPI mod,CendR NRP1 mod
0.2&-0.4,-0.2&-3.6,-1.9&-1.1,1.1&-1.9,-10.4&-4.5,-0.6&0.2,-1.0&-1.5,CCOC(=O)N1CCC(Nc2c(NCCN3CCN(c4ccccc4F)CC3)c(=O)c2=O)CC1,-1.3&-2.4,-4.4&2.7,10.7&1.6
-0.2,-0.4,2.5,0.5,6.2,0.4,0.3,Cc1ccc(O)c(NC(=O)CSc2ccc(Cl)cc2)c1,-10.5,-0.9,1.0
-1.5,-1.7,0.7,0.0,6.8,-1.3,-0.8,CN(C(=O)CSc1nnnn1-c1ccc(O)cc1)C1CCS(=O)(=O)C1 (stereo not drawn),-9.8,1.7,-4.5
0.3,-4.2,-2.6,1.3,-0.7,-0.6,7.7,Nc1ncccc1OCc1ccc(Cl)c(Cl)c1,-0.8,1.7,9.2
-0.1,-12.8,0.7,-1.7,-5.3,-0.8,0.5,O=C(COc1ccc(Br)cc1)N/N=C1/SCC(=O)N1Cc1ccccc1,-3.7,0.1,-5.0
-0.5,0.6,-2.0,-0.7,-0.9,3.4,-0.3,CC1=C(C(=O)Nc2ccccc2F)C(c2cccs2)C2=C(CCCC2=O)N1 (stereo not drawn),-4.3,0.8,6.9
-0.1,-0.1,5.4,2.9,-2.2,0.2,-1.5,CCOc1ccc(-c2c(C#N)c(N)nc3c2c(=O)n(C)c(=O)n3C)cc1OC,-2.0,4.2,-2.4
-0.8,-5.9,-0.1,3.5,-0.4,0.9,-1.6,CCOC(=O)CCC(=O)Nc1ccc(S(=O)(=O)N2CCCC2)cc1,-6.5,-8.4,-7.2
-0.1,-14.1,-4.2,-1.9,-1.2,-0.9,-0.9,COc1ccccc1NC(=O)NCCCN1CCN(c2cccc(Cl)c2)CC1,-0.8,-2.7,4.1
-0.5,-7.6,-4.0,5.2,-0.7,3.4,2.3,COc1cc(/C=C2\C(=O)N(c3ccc(NC(C)=O)cc3)N=C2c2ccccc2)ccc1O,-1.8,-4.7,-32.6
-0.5,0.6,1.6,-0.9,/,0.7,-0.9,CCNC(=O)C1(C)CCCN(C(=O)c2ccc3sccc3c2)C1 (stereo not drawn),-3.4,2.7,-13.3
-0.7,4.3,15.9,-0.7,-1.4,0.5,0.7,CCc1cccc(C)c1NC(=O)COn1nnc2ccc(C(F)(F)F)cc21,-8.8,-4.9,-6.0
-1.3,5.0,-0.3,-0.3,-0.3,-1.5,0.6,CCc1ccc(NC(=O)CCc2c(C)nn(-c3ccc(N4CCCCC4)nn3)c2C)cc1,-3.2,-4.9,5.1
0.0,-9.8,-1.6,-0.7,-3.1,1.5,-0.1,CCOc1ccccc1-c1nc(CN2CCC(C(=O)N3CCOCC3)CC2)c(C)o1,-0.8,-2.5,9.0
0.1,5.1,1.2,-5.6,-9.0,0.1,-0.9,CC(=O)Nc1ccc(NC(=O)C(C)OC(=O)C2CCN(S(=O)(=O)c3cccs3)CC2)cc1 (stereo not drawn),-2.2,-1.3,3.4
-0.5,-6.2,42.4,-0.3,-1.8,-0.3,-0.8,Cc1[nH]c(=O)nc(NN=Cc2ccc(Cl)cc2)c1C(=O)Nc1ccc(Cl)cc1,-2.7,-1.4,-9.6

Compound activity (PubChem BioAssay)
